TbREL1 inh: TbREL1 inhibition, primary screen. P86926. TbREL1 RNA ligation, FRET fluorescence. inhibition, % at 9.66 µM. 0.49% of 89,000 active;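 active = inhibition above the mean inhibition across all screened compounds plus 3 SD, cut at about 11% in these data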;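 also: 0% = plate median of test wells and 100% = NSC42067 control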
Target sequence (P86926 whole entry, looked up): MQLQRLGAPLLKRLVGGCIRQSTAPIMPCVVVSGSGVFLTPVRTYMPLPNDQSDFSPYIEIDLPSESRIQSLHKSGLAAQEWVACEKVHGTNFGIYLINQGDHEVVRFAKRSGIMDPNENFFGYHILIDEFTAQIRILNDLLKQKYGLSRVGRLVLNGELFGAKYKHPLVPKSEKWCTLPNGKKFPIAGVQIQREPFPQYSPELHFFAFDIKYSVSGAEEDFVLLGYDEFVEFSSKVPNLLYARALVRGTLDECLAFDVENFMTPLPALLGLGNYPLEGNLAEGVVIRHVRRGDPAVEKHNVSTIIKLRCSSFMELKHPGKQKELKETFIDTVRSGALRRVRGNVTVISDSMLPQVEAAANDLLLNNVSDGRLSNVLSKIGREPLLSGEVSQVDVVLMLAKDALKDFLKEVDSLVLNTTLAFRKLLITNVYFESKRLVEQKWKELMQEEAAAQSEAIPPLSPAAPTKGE
Starred values were filed as active, the others as inactive. The list is partial (hit frequency here may not be typical).

SMILES	TbREL1 inh
Cc1ccc(CSc2nnc([C@@H]3CCCN3)o2)cc1	-1.6
Cc1cc(C)cc(N(CC(=O)NC2CCC(C)CC2)S(=O)(=O)c2cccs2)c1 (stereo unspecified)	-1.2
COC(=O)c1c(N)n(CCCN2CCOCC2)c2nc3ccccc3nc12	-1.7
N#Cc1ccc(C(c2nnnn2Cc2ccccc2)N2CCCC2)cc1 (stereo unspecified)	-1.7
O=C(Nc1cccc(-c2csc(Nc3ccccc3)n2)c1)c1cc([N+](=O)[O-])cc(C(F)(F)F)c1	-1.5
CCOC(=S)N/C(=N\S(C)(=O)=O)c1ccccc1	1.3
Cc1cc(-c2cc(-c3ccccc3)on2)nc(NCC2CC2)n1	0.7
CCN(c1ccccc1)S(=O)(=O)c1ccc(C(=O)N(C)CCc2ccc(OC)c(OC)c2)cc1	-1.7
CCOC(=O)C1(Cc2ccccc2C)CCCN(C(=O)c2ccc(OC)o2)C1 (stereo unspecified)	2.3
CN(C(=O)/C(N=Nc1cccc(C(F)(F)F)c1)=C(\O)C(F)(F)F)c1ccccc1	0.9
C[C@@H]1CCCCO[C@H](CN(C)C(=O)Nc2cccc3ccccc23)[C@@H](C)CN([C@H](C)CO)C(=O)c2cc(NC(=O)c3ccccc3)ccc2O1	-2.8
COC(=O)[C@H](Cc1ccccc1)NC(=O)/C=C/[C@H]1O[C@@H](n2cc(C)c(=O)[nH]c2=O)C[C@@H]1O	-0.4
CC[C@@H](C)[C@H](NC(=O)OCc1ccccc1)c1nnc([C@@H](NC(=O)OCc2ccccc2)[C@@H](C)CC)o1	0.3
Cc1cccc(C)c1N1CCN(C(=O)Cn2cncn2)CC1	-1.9
COc1ccccc1NC(=O)COC(=O)c1ccccc1C(=O)N1CCN(c2ccccc2)CC1	-4.0
COc1ccccc1/C=[N+](\[O-])C1SC(=S)N(C)C1(C)C (stereo unspecified)	0.3
O=C(Cc1n[nH]c(=O)c2ccccc12)Nc1ccc(-c2nnc3n2CCCCC3)cc1	-5.8
Cc1c(Nc2cc(N3CCCC(C)C3)c3nonc3c2[N+](=O)[O-])c(=O)n(-c2ccccc2)n1C (stereo unspecified)	5.1
CC[C@@H](C)[C@@H]1CN([C@@H](C)CN2CCC[C@H]2CN2C(N)=NC[C@@H]2Cc2ccccc2)C(=N)N1CCCC1CCCC1	2.6
CCCCOCCCNC(=O)CCCOc1ccccc1	2.6

Next part; it opens with the 4 that closed the last part.
SMILES	TbREL1 inh
O=C(Cc1n[nH]c(=O)c2ccccc12)Nc1ccc(-c2nnc3n2CCCCC3)cc1	-5.8
Cc1c(Nc2cc(N3CCCC(C)C3)c3nonc3c2[N+](=O)[O-])c(=O)n(-c2ccccc2)n1C (stereo unspecified)	5.1
CC[C@@H](C)[C@@H]1CN([C@@H](C)CN2CCC[C@H]2CN2C(N)=NC[C@@H]2Cc2ccccc2)C(=N)N1CCCC1CCCC1	2.6
CCCCOCCCNC(=O)CCCOc1ccccc1	2.6
COc1ccc2[nH]cc(/C=N/NS(=O)(=O)c3ccc(C)cc3)c2c1	-0.9
COc1cc(OC)c(OC)cc1CN1CCN(c2ccccc2OC)CC1	-2.0
Cn1cccc1C(=O)OCc1nc2ccccc2c(=O)[nH]1	-3.3
NS(=O)(=O)c1ccc(CCNC(=O)CSc2ccsc2[N+](=O)[O-])cc1	4.2
O=C(NC1CCCCC1)C(c1cccnc1)N(C(=O)c1csnn1)c1ccccc1F (stereo unspecified)	2.0
Cc1ccc(C(=O)c2cnc3ccccc3c2-c2ccccc2)cc1	2.8
CC(C)(O)c1cc(=O)sc2nc3ccccc3n12	0.9
CC(C)NS(=O)(=O)c1ccc(CCC(=O)N2CCc3ccccc3C2)cc1	0.8
O=C(C1CCN(S(=O)(=O)c2ccc3[nH]c(=O)oc3c2)CC1)N1CCCC1	5.3
CCn1nc(CC(=O)Nc2nnc(CC(=O)N3CCCCC3)s2)c2ccccc2c1=O	-0.7
CCC1/C(=N\O)CC(c2ccco2)NC1c1ccco1 (stereo unspecified)	1.7
Cc1ccc(NC(=O)Cn2nnc3ccccc32)cc1	2.4
O=[N+]([O-])c1cc(/C=N/OCc2c(Cl)cccc2Cl)ccc1N1CCOCC1	-0.8
CCC(SC1=NCCS1)C(=O)Nc1ccc(S(N)(=O)=O)cc1 (stereo unspecified)	6.1
CCNc1nc(Cl)nc(NCCOc2ccc(C)cc2)n1	1.0
CC(OC(=O)c1ccco1)C(=O)NCc1ccc2c(c1)OCO2 (stereo unspecified)	-2.4
Cc1ccc(CNC(=O)COC(=O)Cc2ccc(-c3ccccc3)cc2)cc1	-2.2
Cc1cc(O)ccc1C1(c2ccc(O)cc2C)OC(=O)c2ccccc21	-3.4
CC(=O)c1ccc(NC(=O)CSc2nnc(-c3ccncc3)n2C2CC2)cc1	-1.0
CC(=O)Nc1cccc(NC(=O)C(C)N2c3cccc4cccc(c34)S2(=O)=O)c1 (stereo unspecified)	-1.7

A second format for 4 compounds above:
Structure | TbREL1 inh
CC(C)(O)c1cc(=O)sc2nc3ccccc3n12 | 0.9
CC(C)NS(=O)(=O)c1ccc(CCC(=O)N2CCc3ccccc3C2)cc1 | 0.8
O=C(C1CCN(S(=O)(=O)c2ccc3[nH]c(=O)oc3c2)CC1)N1CCCC1 | 5.3
CCn1nc(CC(=O)Nc2nnc(CC(=O)N3CCCCC3)s2)c2ccccc2c1=O | -0.7

The list goes on.
SMILES	TbREL1 inh
Cc1cc(C(=O)NNS(=O)(=O)c2ccc(F)cc2)nn1C(C)(C)C	-0.5
O=C(Nc1ccon1)c1cc2c(s1)CCCCCC2	5.5
CC1=CC(C)(C)N(C(=O)CN2C(=O)c3ccccc3C2=O)c2ccc(C)cc21	-0.4
COc1ccccc1C(=O)NNC(=O)CCN1C(=O)/C(=C\c2ccccc2)SC1=S	-0.3
CCOC(=O)C1CCCCN1C(=O)[C@@H]1CC=C[C@@H]2CCN(c3ccccc3)C(=O)[C@@H]21 (stereo partly specified)	-4.6
COc1ccc(N2CCN(C(=O)C3CCCO3)CC2)cc1 (stereo unspecified)	1.2
COc1ccc(CNc2ccc([N+](=O)[O-])cn2)cc1	0.2
CN(C)c1ccc(-c2nnn(CC(=O)Nc3ccc4c(c3)OCCO4)n2)cc1	-1.8
CCOC(=O)c1c(SCC(=O)Nc2nccs2)nc(C)c(C)c1C	-3.2
Cc1nc2ccc(N)cc2s1	5.6
COc1ccc(CNC(=O)c2ccc3c(=O)n(CCCN4CCCC4=O)c(=S)[nH]c3c2)cc1	-3.0
COc1ccc(NC2=NCCCCC2)cc1	-2.6
CC(=O)N1CCc2c(sc(NC(=O)Cc3ccccc3)c2C(N)=O)C1	-3.8
CCN(CC)S(=O)(=O)c1cccc(N=NC2=C(O)CCCC2=O)c1	0.3
CCCCN(CCCC)Cc1ccc(N)cc1	-0.1
CC(C)Oc1cccc(C(=O)C2CCCN(C(=O)c3ccoc3)C2)c1 (stereo unspecified)	-1.7
CCN(CC)S(=O)(=O)c1ccc(N2CCOCC2)c(NC(=O)COc2ccc(C#N)cc2)c1	-2.8
O=C(NCCCCNC(=O)c1ccc(Br)s1)c1ccc(Br)s1	-1.1
CN(C)S(=O)(=O)Nc1cccc(Br)c1	4.0
CCOCCCN1C(=O)C(=O)N(CC(=O)N2c3ccccc3NC(=O)CC2C)C1=O (stereo unspecified)	5.0
CCN(CC)c1ccc(S(=O)(=O)N2CCCCC2)cc1NC(=O)CN1C(=O)NC2(CCCC2)C1=O	-2.5
CC(C)COc1ccc(-c2nnc(-c3ccncc3)o2)cc1	1.8
COc1ccc(S(=O)(=O)N2CCCCC2)cc1NC(=O)CN(Cc1ccco1)Cc1ccco1	-3.6
Cc1ccc(CN2[C@@H]3c4ccccc4C[C@@H]3OCCS2(=O)=O)cc1	-1.9
O=C(Cn1nc(C(=O)O)c2ccccc2c1=O)Nc1ccc(Br)cc1	9.4
CC(NC(=S)Nc1ccccc1C(F)(F)F)C1CC2CCC1C2 (stereo unspecified)	-2.8
COC(=O)CCC(=O)OC1(C)C(=O)C2=CN(c3ccccc3)C(c3ccc(OC)cc3)=CC2=C(Br)C1=O (stereo unspecified)	-3.6
COc1ccc(C2(CNC(=O)c3ccc(C)cc3)CCOCC2)cc1	-2.3
O=c1c2ccccc2sn1-c1cc(S(=O)(=O)N2CCOCC2)ccc1N1CCCC1	2.8
COc1ccc(S(=O)(=O)N2Cc3ccccc3CC2C(=O)Nc2nccs2)cc1 (stereo unspecified)	1.2
CN(C)C(=O)c1snnc1-c1ccccc1	6.3
CC(OC(=O)CC1Sc2ccccc2NC1=O)C(=O)NC1CCCC1 (stereo unspecified)	4.6
Cc1noc(C)c1C(=O)Nc1ccccc1C(=O)NCCc1ccccc1	-3.3
CCCCn1c(N)c(N(CCOC)C(=O)COC(=O)CSc2cc(C)c3ccccc3n2)c(=O)[nH]c1=O	3.2
C[C@@H](C(=O)N[C@@H](Cc1ccccc1)C(=O)O)n1nnc2ccccc2c1=O	1.1
O=C(Nc1ccccc1)c1n[nH]c(Cn2cncn2)n1	0.9
CCC(C)(C)C1CCc2[nH]nc(C(=O)O)c2C1 (stereo unspecified)	6.8
COCCCNC(=O)C[C@@H]1C[C@@]2(C(=O)OC)CCCCC=C2N(Cc2ccc(Cl)cc2Cl)C1=O	2.4
COc1cccc(OC)c1C(=O)Nc1ccccc1C(=O)N1CCCC1	1.9
Fc1ccc(CNC(=S)Nc2ccc(Cl)cc2Cl)cc1	-0.6

Reformatted field by field: entries from further up.
molecule: CC(OC(=O)CC1Sc2ccccc2NC1=O)C(=O)NC1CCCC1 (stereo unspecified)
  TbREL1 inh: 4.6
molecule: CC(C)COc1ccc(-c2nnc(-c3ccncc3)o2)cc1
  TbREL1 inh: 1.8
molecule: COc1ccc(C2(CNC(=O)c3ccc(C)cc3)CCOCC2)cc1
  TbREL1 inh: -2.3

More results:
SMILES	TbREL1 inh
O=C(NCc1ccco1)c1cc(S(=O)(=O)N2CCCCC2)ccc1Cl	4.0
COC(=O)c1ccc(COC(=O)c2cc3ccccc3oc2=O)cc1	0.9
Cc1oc2c(c1C(=O)NCc1ccccc1)CCCC2	-1.8
Cc1ccc(OCCn2cc(/C=N/NC(=O)c3ccncc3)c3ccccc32)cc1	-1.5
O=C(CN1CCC(n2nnc3cc(F)ccc32)CC1)NCCc1nc2ccccc2[nH]1	0.9
Cn1ccc2c(N3CCCCCCC3)cc3c(c21)C1CCC3O1 (stereo unspecified)	-5.0
COc1ccc(S(=O)(=O)N2CCOCC2)cc1NC(=O)CC1CC2CCC1C2 (stereo unspecified)	-2.4
Cc1ccc(S(=O)(=O)N(C)c2cc(S(=O)(=O)Nc3ccncc3)c(C)cc2C)cc1	-1.5
CCOC(=O)N1CCN(C(=O)c2ccc(Cl)nc2)CC1	-0.7
CC(=O)Oc1ccccc1Cn1c(C)c(C(=O)NCc2cccc(Cl)c2)sc1=O	-2.0
CCOc1ccc(CCN2C(=S)N([C@@H](CC(C)C)CN3CCCC3CN3C(=S)NC[C@@H]3CC(C)C)C[C@@H]2Cc2ccccc2)cc1 (stereo partly specified)	0.8
CCOc1ccc(-c2nc(N)ncc2-c2ccc(OC)cc2)c(O)c1	0.7
COc1ccccc1NC(=O)Cc1ccc(-c2ccccc2)cc1	2.2
COc1ccc(-c2ccc3sc4ccccc4c(=O)c3c2)cn1	1.3
COC(=O)[C@]12C[C@H](CC(=O)NCc3cccs3)C(=O)N(CCc3ccc(OC)c(OC)c3)C1=C[C@H](C(C)C)O[C@@H]2C1CC1	2.3
Cc1cccc(N(CC(=O)N2CCN(c3ccc(F)cc3)CC2)S(C)(=O)=O)c1C	-2.4
CCCCN(C(=O)c1cccc(-c2ccc(OC(C)=O)cc2)c1)c1c(N)n(CCC)c(=O)[nH]c1=O	-0.6
C=CCOc1ccc(/C=C/C(=O)OCC(=O)N(C)CC(=O)Nc2ccccc2Cl)cc1	-1.9
CC(C)(C)OC(=O)N1CCCN(C(c2ccnc3ccccc23)c2nnnn2-c2ccc3c(c2)OCCO3)CC1 (stereo unspecified)	4.0
CCCCCCCSc1nc(N)cc(=O)[nH]1	1.6
Cc1cnn(CCC(=O)NNC(=S)Nc2ccccc2)c1	-4.4
Cc1ccccc1NC(=O)CSC(=O)c1ccccc1	0.7
COc1ccc(C2=CC(=O)C[C@H](c3ccc4c(c3)OCO4)C2)cn1	0.3
CCC(Sc1nc(C)cc(=O)[nH]1)C(=O)Nc1nc2c(s1)CCCC2 (stereo unspecified)	-0.5
COc1ccc(-c2cccc3c2C2CC3CCN2C(=O)OCc2ccccc2)cc1 (stereo unspecified)	0.6
CCOC(=O)N1CCN(C(=O)c2noc(C(C)C)c2[N+](=O)[O-])CC1	-2.6
Cc1ccc(-c2noc(C3CCN(C(=O)Nc4ccc(C#N)cc4)CC3)n2)o1	-2.2
C=CCn1c(SCc2cc(=O)n3cc(C)ccc3n2)nnc1-c1ccc(F)cc1	2.4
O=C(CSCc1ccccc1)Nc1ccc(F)c(F)c1	0.2
COc1ccc(C(=O)N2CCCC2(C#N)c2ccccc2)cc1[N+](=O)[O-] (stereo unspecified)	-2.5
CCOc1cc(/C=N/NC(=O)C(O)(c2ccccc2)c2ccccc2)ccc1OC(=O)c1ccco1	-2.2
CN(Cc1ccccc1)S(=O)(=O)c1cccc(C(=O)OCc2cccc(C(F)(F)F)c2)c1	1.2
COc1ccc(-c2cc3nc(C)cc(N4CCN(C(=O)c5ccco5)CC4)n3n2)cc1	-2.5
COCCCN(C(=O)Nc1ccccc1)C(C)c1ccncc1 (stereo unspecified)	-1.4
Fc1ccc(C(c2nnnn2Cc2ccco2)N2CCN(C3CCCCC3)CC2)cc1 (stereo unspecified)	0.5
O=C(NC1CCCCC1)C(c1ccccn1)N(C(=O)Cc1cccs1)c1ccc(Cl)cc1 (stereo unspecified)	-1.4
O=C(NCCC1CCCCN1S(=O)(=O)c1ccccc1)C(=O)NCCN1CCOCC1 (stereo unspecified)	-0.5
O=C(Nc1nnc(-c2ccc(F)cc2)s1)c1ccco1	-0.1
O=C(Nc1ccccc1)ON=C1CCCC1	0.2
Cc1ccc(F)cc1NC(=O)C12CC3CC(C1)CC(n1cnc([N+](=O)[O-])n1)(C3)C2	-1.1
CCC1(c2ccc(F)cc2)NC(=O)N(CC(=O)N2CCN(S(=O)(=O)c3ccc(Cl)cc3)CC2)C1=O (stereo unspecified)	-4.0
COc1ccccc1NC(=O)CC(c1ccc(OC(C)C)cc1)c1ccccc1OC (stereo unspecified)	0.9
CS(=O)(=O)c1ccc(CNC(=O)C2(C(F)(F)F)CC(CCCO)CCCO2)cc1 (stereo unspecified)	-0.9

Screening results deposited in PubChem by The Scripps Research Institute Molecular Screening Center.
